Peg3 imprint = qHTS Assay for Compounds that Induce Erasure of Genomic Imprints; Potency, µM (titrated, usually from 60.7 µM), inactives show at the highest dose activity change, positive = activation, usual class: activators; mouse ES Peg3-LacZ reporter, beta-gal luminescence, 40 h; hit rate 0.02% among 110,000;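 note: 0% = negative control wells on the plate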
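Each well holds 300 Peg3LacZ-Neo (maternal) female ES cells incubated 40 h at 37C, 5% CO2. LacZ is measured by BetaGlo luminescence, with AC50 and maximum efficacy derived from dose-response curves.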
p53ts 39C tox = qHTS Screen for Compounds that Selectively Target Cancer Cells with p53 Mutations: Cytotoxicity of p53ts Cells at the Nonpermissive Temperature; H1299-p53A138V viability at 39C, ATP luminescence, 24 h; hit rate 1.5% among 130,000; Potency, µM (doses to about 46.1 µM), inactives show at the highest dose activity change, negative = cell killing, usual class: cytotoxic; note: nearly all actives have a fitted effect of over 55% in size
IkB sig inh = IkB Signaling | ABC-DLBCL IkBa-CBG/CBR dual luciferase ratio, 4 h; response scale: scaled: untreated 0%, proteasome inhibitor 100% | Potency, µM (highest dose often 57.1 µM), for the others: at the highest dose IkBa stabilization activation | hit rate 0.04% among 110,000; active = well fitted curve in the direction sought with a large enough effect in the signal ratio, not every such curve was filed as active; inconclusive = small, poorly fitted or top-dose-only effect, or a change in a side signal; the % refers to the signal ratio;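 note: the direction sought is a rising ratio; 0% = basal untreated cells and 100% = reference inhibitor full response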
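In this assay, an IκBα–CBG68 fusion accumulates when IKK-driven degradation is blocked; native CBR normalizes for cell number. OCI-Ly3 cells were treated 4 h with compound and doxycycline, then green and red light read after Chroma-Glo addition.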
p53ts 32C tox = qHTS Screen for Compounds that Selectively Target Cancer Cells with p53 Mutations: Cytotoxicity of p53ts Cells at the Permissive Temperature | H1299-p53A138V at 32C, ATP luminescence viability, 24 h | Potency, µM (doses to about 46.1 µM), inactives show top-dose activity change, negative = cytotoxicity, most hits filed as cytotoxic | hit rate 0.93% among 130,000;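 note: 0% = DMSO and -100% = full killing by reference compound; nearly all actives have a fitted effect of over 55% in size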
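Cells: H1299 p53ts (A138V), 600/well, pre-incubated 16–30 h at 37C. Cpd up to 46 uM, 24 h, 32C. Readout: ATPlite luminescence, 20 min RT. Normalization: DMSO vs tamoxifen 100 uM. AC50 by Hill equation.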
* marks the source's active call; other numbers are inactive results; u = inconclusive; x = not tested or not shown; [ ] = dose if it differs, or a comment. Unless noted, calls come from the whole dose curve; as a rule, active = well fitted curve in the direction sought with a large enough effect; inconclusive = small, poorly fitted or top-dose-only effect, or another doubt; inactive = no such curve, though single readings can be large; an effect the other way counts as inactive or inconclusive. Unless noted, % is set by controls: 0 for no effect and ±100 for the full control effect; potency is the fitted concentration of half-maximal effect.

| smiles | Peg3 imprint | p53ts 39C tox | IkB sig inh | p53ts 32C tox |
| --- | --- | --- | --- | --- |
| COc1ccc(-c2nc3cnc(N(C)C)nc3n(CCc3ccccc3)c2=O)cc1 | x | -1% | 0.0%[11.4 µM] | -2% |
| COC(=O)c1sc2ccccc2c1S(=O)(=O)N1CCN(c2ccc(C(C)=O)cc2)CC1 | -15%[10.9 µM] | u | 0.8% | -6% |
| Cc1ccc(OC(=O)CSc2nnc(-c3cccs3)o2)c(C)c1 | -11%[10.9 µM] | -8% | u | 4% |
| Cc1ccc2nc(/C(C#N)=C/c3ccccc3F)[nH]c2c1 | -7%[10.9 µM] | -26% | u | -7% |
| Cc1cc(NC(=O)Cn2cnc3sc(C)c(-c4ccccc4)c3c2=O)no1 | -9% | -2% | 0.5% | 3% |
| COc1ccc2[nH]cc(S(=O)(=O)c3ccc(C)c(C)c3)c(=O)c2c1 | -10%[10.9 µM] | -5% | u | -1% |
| Cc1nc2cc(NC(=O)N3c4ccccc4CC3C)ccc2n1C (stereo unspecified) | -66%[inhibitor] | 5µM* | 3.0% | 6.3µM* |
| CCOC(=O)N1CCc2c(sc(NCc3cccs3)c2C(=O)Nc2cc(Cl)ccc2OC)C1 | -11%[10.9 µM] | u | u | 0% |
| CC(C)OC(=O)c1cccc(NC(=O)Cn2nnc3sc4c(c3c2=O)CCCC4)c1 | -13%[10.9 µM] | 36%[activator] | u | 3% |
| COc1ccc(C(=O)Nc2ccc3nc(SCC(=O)N4CCc5ccccc54)sc3c2)cc1 | -19%[10.9 µM] | -16% | 0.7% | -14% |
| Cc1cc(C)cc(OCC(=O)Nc2ccc(-c3nc4ncccc4o3)cc2C)c1 | 11%[10.9 µM] | 2% | -2.1% | 0% |
| CCC(=O)N(Cc1ccco1)c1nc(-c2cc(OC)ccc2OC)cs1 | 10% | -8% | -4.0% | -10% |
| CN1CCN(CC(=O)N(Cc2c(C#N)c3ccccc3n2C)c2ccccc2)CC1 | -18% | 18% | 0.8% | -6% |
| Cc1ccccc1OCC(=O)Nc1ccc(OCc2cc(=O)n3ccsc3n2)cc1 | -10%[10.9 µM] | 13% | -1.0% | -3% |
| COc1cc(C(=O)N2CCC(c3nc4ccccc4s3)CC2)cc(OC)c1OC | -13%[10.9 µM] | 16% | u | -9% |
| CCCCCOC(=O)Cc1c(O)c2ccccc2[nH]c1=O | -12% | 1% | 0.7% | -4% |
| O=c1c(-c2ccccc2)nc2cnc(Oc3ccccc3)nc2n1C[C@H]1CCCO1 | u | -2% | -2.8%[11.4 µM] | 3% |
| Cc1ccc(-n2c(=O)[nH]c3c(C(N)=O)nc(CC(C)C)nc32)cc1 | -9% | 11% | -1.4% | 12% |
| Cc1oc(C(=O)O)cc1CSc1nnc(-c2ccccc2)n1C | 3% | -1% | 12% | -5% |
| COc1cc(Nc2ncc3c(n2)CCN(Cc2cc(Br)cs2)C3)cc(OC)c1 | -17%[10.9 µM] | -19% | 0.0% | -1% |
| COc1ccc(NC(=O)CCn2c(-c3ccc(F)cc3)cc(C(C)=O)c2C)c(OC)c1 | -15%[10.9 µM] | 26% | -0.4% | 3% |
| CCC(=O)c1ccc(OCC(O)CN2CC(C)OC(C)C2)cc1 (stereo unspecified) | -12% | -6% | -0.4% | -2% |
| CCn1ncc(C2=NOC(C(=O)Nc3cnn(C45CC6CC(CC(C6)C4)C5)c3)C2)c1C (stereo unspecified) | x | 9% | x | 16% |
| Cc1c(N2C(=O)c3ccc4c5c(ccc(c35)C2=O)CC4)c(=O)n(-c2ccccc2)n1C | -2% | 11% | -1.4% | 1% |
| O=C(CSc1ncn[nH]1)Nc1nc(-c2ccccc2)ns1 | -28% | 7% | u | 5% |
| COc1ccc(C)cc1NC(=O)C1CCCN(S(=O)(=O)c2ccc3c(c2)CCCN3C(C)=O)C1 (stereo unspecified) | -9%[10.9 µM] | -18% | u | 6% |
| O=C(NCc1ccco1)NCC(F)(F)F | -5% | 10% | -1.9% | 11% |
| COCCCNC(=O)c1cn(CC(C)C)c(=O)c2c1c1ccccc1n2C | -5%[10.9 µM] | 8% | -0.2% | 6% |
| CCC1(C)Cc2ccccc2-c2nc3n(c(=O)c21)CC(C(=O)O)S3 (stereo unspecified) | 2% | 6% | 1.4% | -4% |
| C=CCOC(=O)C1=C(C)N=C2SCCC(=O)N2C1c1ccc(OC(=O)c2ccco2)cc1 (stereo unspecified) | -3% | 1% | 0.5% | -2% |
| CCc1ccccc1NS(=O)(=O)c1cc(Br)cc2c1N(C(=O)C1CC1)CC2 | -20%[10.9 µM] | 17% | u | 9% |
| CCc1ccccc1NC(=O)c1nnn(CC(=O)Nc2cccc(C)c2)c1N | 0% | -14% | 0.6% | 7% |
| CCN1C(=O)c2cccc3c(NC(=O)c4cccc(N5C(=O)CCC5=O)c4)ccc1c23 | -2% | -1% | 1.0% | 8% |
| CCOC(=O)N1CCN(C(=O)c2ccc3c(=O)n(CCc4ccccc4)c(=S)[nH]c3c2)CC1 | -8% | -3% | -1.2% | 3% |
| CCC(=O)N1CCc2cc(Br)cc(S(=O)(=O)NCCN3CCCCC3C)c21 (stereo unspecified) | -4% | 4% | 1.9% | 8% |
| O=C(COc1ccc(S(=O)(=O)NCc2ccccc2)cc1Cl)N1CCOCC1 | -15% | 8% | 1.6% | 8% |

Carrying on.
mol | Peg3 imprint | p53ts 39C tox | IkB sig inh | p53ts 32C tox
CCOc1ccc2cc(C#N)c(SCC(=O)N3CCC(C)CC3)nc2c1 | -5% | 15% | u | 4%
O=c1c(Cc2ccccc2O)c(O)nc2n1CCCS2 | -7% | 15% | u | -3%
CCOc1ccccc1C1NC(=O)NC(C)=C1C(=O)OC1CCCCC1 (stereo unspecified) | -14% | 14% | 0.9% | 10%
Cc1ccc(S(=O)(=O)CCC(=O)Nc2ccc(OC(F)(F)F)cc2)cc1 | 27%[10.9 µM] | 6% | u | -9%
CCn1nc(C)c2c(-c3ccccc3)cc(=O)n(C(C)C(=O)NCCc3ccc(OC)c(OC)c3)c21 (stereo unspecified) | -3%[10.9 µM] | -7% | u | 0%
O=C(Cc1ccccc1)NCC(=O)OCC(=O)c1cccc([N+](=O)[O-])c1 | x | -3% | x | -7%
Cc1ccc(C)c(N2C(=O)N(Cc3c(F)cccc3Cl)c3ccccc3S2(=O)=O)c1 | -10%[10.9 µM] | -25% | 9.6% | 9%
Cc1nc2c(C(=O)NCCc3ccccc3)cnn2c(C)c1Cc1c(F)cccc1Cl | -13%[10.9 µM] | -28% | u | 15%

Four entries picked at random from the list so far, as already listed:
mol | Peg3 imprint | p53ts 39C tox | IkB sig inh | p53ts 32C tox
O=C(Cc1ccccc1)NCC(=O)OCC(=O)c1cccc([N+](=O)[O-])c1 | x | -3% | x | -7%
Cc1ccc(C)c(N2C(=O)N(Cc3c(F)cccc3Cl)c3ccccc3S2(=O)=O)c1 | -10%[10.9 µM] | -25% | 9.6% | 9%
CCn1nc(C)c2c(-c3ccccc3)cc(=O)n(C(C)C(=O)NCCc3ccc(OC)c(OC)c3)c21 (stereo unspecified) | -3%[10.9 µM] | -7% | u | 0%
Cc1ccc(S(=O)(=O)CCC(=O)Nc2ccc(OC(F)(F)F)cc2)cc1 | 27%[10.9 µM] | 6% | u | -9%

Continued.
mol | Peg3 imprint | p53ts 39C tox | IkB sig inh | p53ts 32C tox
Cc1cc(C)cc(OCC(=O)NC(Cc2c[nH]c3ccccc23)C(=O)O)c1 (stereo unspecified) | -7%[10.9 µM] | 5% | 2.1% | -10%
O=C(Cc1ccccc1)CC1(O)C(=O)Nc2ccccc21 (stereo unspecified) | 0% | -1% | -0.2% | 8%
CCN1C(=O)[C@@H]2[C@H]3C(=CC[C@@H]2C1=O)C1(OCCCO1)[C@H]1O[C@@H]1[C@H]3O | x | 2%[9.22 µM] | x | 1%[9.22 µM]
CCOC(=O)c1c(CN2CCOCC2)oc2ccc(OC)cc12 | 7% | 0% | 1.6% | -2%
COc1ccc(-n2c(N)c(-c3nc4ccccc4n3C)sc2=S)cc1 | -10% | 0% | 4.7% | -18%
COc1cccc(C(=O)Nc2ccc(S(=O)(=O)NCc3ccco3)cc2)c1 | -21% | -8% | 0.4% | 10%
COC(=O)C1CCN(S(=O)(=O)c2c(C)n(C)c(=O)n(C)c2=O)CC1 | u | -5% | 0.6% | -1%
CCc1ccc(NC(=O)CN(Cc2ccccc2)S(=O)(=O)c2ccc3nc(C)sc3c2)cc1 | -4%[10.9 µM] | -12% | u | -6%
Cc1nc(-c2ccc(S(=O)(=O)Nc3ccc(OC(F)(F)F)cc3)cc2)co1 | -8%[10.9 µM] | u | 5.1% | -2%
CCC1=C(OC(=O)N(CC)CC)N2C(=O)OC(=NCCOC)[C@]2(Cc2ccccc2)[C@H]2C1=CC[C@H]1C(=O)N(CC)C(=O)[C@H]12 | -12% | -1% | x | 6%
COc1ccc(NC(=O)COC(=O)c2ccc(N3CCCC3=O)cc2)cc1OC | -4% | -1% | -0.6% | 6%
Cc1cc(OCCCC(=O)N2CCCCC2)cc(C)c1Cl | -9% | -5% | 0.9% | -9%
N#C[C@@H](N=Nc1ccccc1C(=O)O)C(N)=O | -14%[10.9 µM] | -5%[9.22 µM] | -0.5%[11.4 µM] | -1%[9.22 µM]
COc1ccc(NC(=O)CCCN2C(=O)C3C4C=CC(C4)C3C2=O)c(OC)c1 (stereo unspecified) | -9% | -8% | -0.7% | -14%
COc1ccc(Cn2c(=O)c3oc4ccccc4c3n(Cc3cccc(F)c3)c2=O)cc1 | -13%[10.9 µM] | 0% | -0.2% | 4%
CC(=O)N(c1ccc(C)cc1)C1C=CS(=O)(=O)C1 (stereo unspecified) | 2% | 8% | -1.0% | -1%
CN1C(=O)N(C)C2(c3ccccc3)Nn3c(s/c(=C/c4ccco4)c3=O)=NC12c1ccccc1 (stereo unspecified) | -6% | -7% | 2.4% | 15%
COc1ccc(-c2nc(SCC(=O)N3CCOCC3)n[nH]2)cc1 | -9% | -12% | 0.5% | -24%
CCSc1nnc(NC(=O)c2cccnc2)s1 | -86%[inhibitor] | -3% | 6.4% | -13%
Cc1nnc(NC(=O)C2CCCN(S(=O)(=O)c3ccccc3C(F)(F)F)C2)s1 (stereo unspecified) | x | -3% | -0.9% | -2%
Cc1nnc(C)c2c(C)n(-c3ccc(Br)cc3)c(C)c12 | -1% | -1% | 2.0% | -5%
Cc1cc(C)n(-c2nc3ccccc3c(=O)n2OCC(=O)N(C)C)n1 | -3% | 2% | 2.0% | -5%
COc1ccc2c(c1)cc1c(=O)n(CC(=O)NCc3ccco3)nc(C)n12 | -9%[10.9 µM] | 12% | 0.2% | -3%
COCCNC(=O)C(c1ccccc1)N(Cc1cccs1)C(=O)Cn1nnc2ccccc21 (stereo unspecified) | 3% | 14% | -0.4% | 13%
Cc1ccc(CNC(=O)CCCn2c(=O)c3ccccc3n(CC(=O)Nc3ccc(C)c(C)c3)c2=O)cc1 | 9%[10.9 µM] | u | 1.8% | 13%
CCC(=O)N1CCc2cc(S(=O)(=O)CCC(=O)N3CCN(c4ccc(Cl)cc4)CC3)ccc21 | -15%[10.9 µM] | 7% | -0.7% | -7%
Cc1ccc2nc(-c3ccc(Cl)c(NC(=O)COc4ccc([N+](=O)[O-])cc4)c3)oc2c1 | 13%[10.9 µM] | 7% | 0.0% | -6%
Cc1ccc(S(=O)(=O)N2CCOCC2)cc1C(=O)Nc1ccccc1C(=O)O | -20%[10.9 µM] | 28% | u | 4%
CCc1nnc(NC(=O)CSc2nnc(COc3ccc(C)cc3)n2-c2ccccc2)s1 | -1% | -10% | 2.9% | 2%
CSCC[C@H](NC(=O)Nc1ccc(C)cc1C)C(=O)O | -2% | 2% | -0.7% | 4%
CN(CC(=O)N1CCCCCC1)S(=O)(=O)c1ccc(Br)s1 | -16% | -7% | 1.1% | -15%
COc1cc(NC(=O)CCNS(=O)(=O)c2ccc3c(c2)CCN3C(=O)C2CC2)cc(OC)c1 | 2%[10.9 µM] | -26% | 5.5% | 1%
CCOC(=O)c1cccc(NC(=O)CSc2nnc(-c3cccnc3)n2C)c1 | 6% | 3% | 0.1% | -1%
COCCCNC(=O)CSc1nc(-c2ccc(OC)c(OC)c2)[nH]c1-c1ccc(F)cc1 | -9%[10.9 µM] | 6% | u | -8%
Cc1onc(-c2c(F)cccc2Cl)c1C(=O)OCn1nnc2ccccc2c1=O | -6% | -3% | u | 3%
